Source: PubChem BioAssay (Sanford-Burnham Center for Chemical Genomics)
hIAP inh: human IAP inhibition; purified IAP, CDP-Star luminescence, 30 min; inhibition, % at 10 µM; AID 2544; actives 0.12% (n = 330,000);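 active = inhibition reaching a set limit with compound at 10 µM in the primary screen, cut at about 35% in these data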;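 also: plate controls were DMSO wells with enzyme for no effect and no-enzyme buffer wells for full effect; values of inactives mirror those of a sister screen read the other way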
Target sequence (P09923 whole entry, looked up): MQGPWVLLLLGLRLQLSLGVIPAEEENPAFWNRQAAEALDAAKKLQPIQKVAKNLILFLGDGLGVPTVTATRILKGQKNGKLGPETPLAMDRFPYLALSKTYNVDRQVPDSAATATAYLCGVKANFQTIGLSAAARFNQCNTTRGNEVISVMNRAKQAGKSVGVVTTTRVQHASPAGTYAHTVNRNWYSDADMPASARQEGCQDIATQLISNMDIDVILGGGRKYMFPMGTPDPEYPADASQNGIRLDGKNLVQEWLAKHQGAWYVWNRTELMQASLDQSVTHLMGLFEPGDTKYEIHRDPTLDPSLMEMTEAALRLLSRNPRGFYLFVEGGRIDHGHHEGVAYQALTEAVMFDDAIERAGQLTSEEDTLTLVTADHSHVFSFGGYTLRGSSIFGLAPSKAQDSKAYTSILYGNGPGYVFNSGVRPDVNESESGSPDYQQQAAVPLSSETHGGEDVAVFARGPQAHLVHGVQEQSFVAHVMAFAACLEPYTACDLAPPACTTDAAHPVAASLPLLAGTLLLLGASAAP
A3A deaminase: human APOBEC3A DNA deaminase inhibition; recombinant A3A, FAM/TAMRA ssDNA deamination fluorescence; inhibition, % at 20 µM; actives 0.41% (n = 330,000); P31941; AID 493011;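 active = at least 40% inhibition at 20 µM here, with at most 30% in a related deaminase screen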;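 also: plate controls were A3A with DMSO for no effect and wells lacking A3A enzyme for full effect; some results filed as inactive read as strong as hits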
GRIN3A LBD mod: modulates the human NR3A ligand-binding domain; NR3A LBD differential scanning fluorimetry, Tm shift; 0% = protein alone, 100% = glycine-bound protein; actives 2.5% (n = 340,000); Tm shift relative to glycine control, % at 25 µM;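 active = melting temperature shift of at least 10% of the positive control shift, at one fixed dose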
hIAP act: human IAP activation | P09923 | purified human IAP, CDP-Star luminescence, 30 min; hits give high values; 1 = vehicle-only enzyme, 0 = enzyme-free background | activation factor at 10 µM | actives 0.16% (n = 330,000) | AID 2524;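 active = activation factor of the enzyme at least 2-fold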; also: the source names both 10 and 20 µM as test concentration; values of inactives mirror those of a sister screen read the other way
MIN6 prolif: induces beta-cell replication in MIN6 cells; MIN6 cells proliferation, ATPlite luminescence, 48 h; cells starved in 0.2% serum; 100% = growth in 10% serum; proliferation, % at 10 µM; actives 0.29% (n = 330,000); AID 2380;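 active = compounds whose signal lies at least 3.5 SD above the mean of all wells on their plate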;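 also: 0% = DMSO-treated cells in low-serum medium and 100% = 10% serum control; some compounds called inactive have numbers as strong as hits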
mIAP act: mouse IAP activation; muIAP, CDP-Star luminescence, 30 min; hits give high values; 1 = vehicle-only enzyme signal, 0 = enzyme-free wells; activation factor at 10 µM; actives 0.24% (n = 330,000);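 active = activation factor of at least 2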; also: the source names both 10 and 20 µM as test concentration; values of inactives mirror those of a sister screen read the other way
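also added = chemiluminescent substrate CDP-Star | test system = mouse IAP enzyme | signal = chemiluminescence readout | compound = DMSO-dissolved test compounds | incubation = 30 min at room temperature | benchmarks = DMSO wells, no-enzyme wells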
APOBEC3G inh: blocks human APOBEC3G single-stranded DNA deamination. Q9HC16. recombinant A3G, ssDNA deamination FAM/TAMRA fluorescence. inhibition, % at 20 µM. actives 0.28% (n = 330,000). AID 493012;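 active = inhibition of at least 40% at 20 µM, with no more than 30% in the related APOBEC3A deaminase screen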;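 also: plate controls were DMSO wells with A3G for no effect and wells lacking A3G enzyme for full effect; some compounds called inactive have numbers as strong as hits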
Target sequence (Q9HC16 whole entry, looked up): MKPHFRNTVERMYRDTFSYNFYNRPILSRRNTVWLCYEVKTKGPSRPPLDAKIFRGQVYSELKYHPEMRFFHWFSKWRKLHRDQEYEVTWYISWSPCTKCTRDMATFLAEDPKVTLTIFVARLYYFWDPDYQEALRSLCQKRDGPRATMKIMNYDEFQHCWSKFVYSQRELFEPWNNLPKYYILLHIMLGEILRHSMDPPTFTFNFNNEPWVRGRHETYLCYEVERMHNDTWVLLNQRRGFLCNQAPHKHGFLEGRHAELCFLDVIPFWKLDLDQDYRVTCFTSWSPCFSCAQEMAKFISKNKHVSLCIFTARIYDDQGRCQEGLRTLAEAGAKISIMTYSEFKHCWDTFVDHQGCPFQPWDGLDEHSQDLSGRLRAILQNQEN
MPTP block: permeability transition pore inhibition; inhibition, % at 10 µM; isolated mouse mitochondria, Ca2+ swelling absorbance, 30 min; actives 1.4% (n = 360,000);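 active = inhibition of 50% or more, scaled per plate between neutral and stimulator controls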;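 also: 0% = DMSO wells given calcium and 100% = 1 mM EGTA wells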
mIAP block: mouse IAP inhibition. purified mouse IAP, CDP-Star luminescence, 30 min. AID 2806. inhibition, % at 10 µM. actives 0.2% (n = 330,000);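 active = inhibition of at least 40% at 10 µM in the primary screen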;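 also: plate controls were DMSO with enzyme for no effect and no enzyme wells for full effect; values of inactives mirror those of a sister screen read the other way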
Active calls of the source: *; x = not tested or not shown.

The line under a structure holds: hIAP inh | A3A deaminase | GRIN3A LBD mod | hIAP act | MIN6 prolif | mIAP act | APOBEC3G inh | MPTP block | mIAP block
1	CC1(c2ccc(OC(F)F)cc2)NC(=O)N(CC(=O)Nc2ccc(S(N)(=O)=O)cc2)C1=O (stereo unspecified)
    10 | -2 | -4 | 0.9 | -1 | 0.93 | -8 | -1.1 | 7
2	COc1cc(/C=N/NC(=O)C(NC(=O)c2ccccc2)c2n[nH]c(=O)c3ccccc23)ccc1OCC(N)=O (stereo unspecified)
    13 | -6 | -1 | 0.87 | -1 | 0.93 | -6 | -1.1 | 7
3	CC1CCN(S(=O)(=O)c2ccc3[nH]c(=O)ccc3c2)CC1
    4 | 2 | -2 | 0.96 | -2 | 0.99 | -3 | 3.7 | 0
4	Cn1c(=O)[nH]c(=O)c2c1nc(N1CCN(CCO)CC1)n2Cc1ccccc1Cl
    -32 | -1 | -2 | 1.3 | 0 | 0.97 | 12 | 1.1 | 3
5	O=C(COc1ccc(F)cc1Br)Nc1ccccc1N1CCOCC1
    -11 | 3 | -1 | 1.1 | 2 | 0.98 | -1 | 1.9 | 2
6	CCOC(=O)c1sc(NC(=O)C2CC(=O)N(c3ccc(OCC)cc3)C2)nc1C (stereo unspecified)
    8 | -2 | 1 | 0.92 | -2 | 0.96 | -6 | 0.6 | 4
7	NC(=O)CC(NC(=O)c1cccc(Br)c1)c1ccc(N2CCN(c3ccc(F)cc3)CC2)c([N+](=O)[O-])c1 (stereo unspecified)
    -3 | 4 | 2 | 1 | -8 | 0.97 | 8 | -0.4 | 3
8	COc1ccc([C@H]2CC(=O)C=C(c3ccc4cc[nH]c4c3)C2)cc1
    0 | 4 | -6 | 0.99 | -6 | 0.84 | 2 | 1.3 | 16
9	C[N+]1(CCn2ccc3ccccc32)CCCCC1
    -7 | 63* | 0 | 1.1 | 0 | 0.92 | 14 | -0.3 | 8
10	CCOc1ccc(N2C(=O)C3C(c4ccccc4F)NN(C(=O)c4ccc(C)cc4)C3C2=O)cc1 (stereo unspecified)
    0 | -1 | -3 | 1 | -5 | 0.92 | -2 | -2.5 | 8
11	COc1ccc(NC(=O)CN2C(=O)COc3ccc(S(=O)(=O)N4CCOCC4)cc32)cc1Cl
    -6 | 8 | 0 | 1.1 | -1 | 0.95 | -4 | -0.6 | 5
12	CCOC(=O)c1ccc(N2C(=O)C(O)=C(C(C)=O)C2c2ccccn2)cc1 (stereo unspecified)
    -34 | -7 | 2 | 1.3 | 0 | 1 | -8 | 1.6 | -5
13	O=c1[nH]c2ccccc2cc1CN(Cc1cccnc1)S(=O)(=O)c1ccc([N+](=O)[O-])cc1
    8 | -1 | -1 | 0.92 | 1 | 0.95 | 2 | 0.0 | 4
14	CC(=O)c1c(COC(=O)c2ccco2)nc2ccccc2[n+]1[O-]
    6 | 1 | -4 | 0.94 | 0 | 0.99 | 2 | 1.5 | 1
15	COC/C=C/C1=CC2=CC(=O)C(C)(OC(=O)c3cnc4ccccc4n3)C(=O)C2=CN1C(CO)CO (stereo unspecified)
    7 | 0 | 3 | 0.93 | -1 | 0.91 | -5 | 0.2 | 9
16	CC(C)(Cc1ccc(O)cc1)NC(=O)SCc1ccccc1
    4 | -3 | 4 | 0.96 | -1 | 0.84 | -2 | 0.2 | 16
17	Cc1cccc(C(=O)NCC(=O)Nc2ccncc2)c1
    0 | 4 | 0 | 1 | -1 | 0.96 | -3 | -2.1 | 4
18	Cc1noc(C)c1C(=O)N1CCC(C(=O)c2ccccc2)CC1
    -17 | -1 | 1 | 1.2 | -2 | 0.94 | -2 | -0.2 | 6
19	CC1=C(C(=O)OCc2ccccc2)C(c2ccccc2OC(F)F)NC(=O)N1 (stereo unspecified)
    -18 | -5 | -9 | 1.2 | -3 | 0.93 | -4 | 1.2 | 7
20	Cc1occc1C(=O)NNC1=CC(=O)CC(C)(C)C1
    -1 | -1 | 2 | 1 | 0 | 0.98 | -4 | -0.3 | 2
21	COc1ccc(-n2c3nc4ccccc4nc3c3c(=N)oc(C)nc32)cc1
    -5 | 1 | -1 | 1.1 | 0 | 0.82 | -6 | 3.4 | 18
22	CCOC(=O)c1c(CN2CCC(C)CC2)oc2ccc(OC)cc12
    -2 | -2 | 1 | 1 | 1 | 1.1 | -6 | -1.8 | -7
23	CCOc1ccc(-c2nnc(N)s2)cc1
    24 | -3 | 1 | 0.76 | -3 | 1 | -5 | -0.2 | 0
24	CCOC1=NN(c2ncc(C(F)(F)F)cc2Cl)C(=O)/C1=C/N(C)C
    -4 | 2 | -5 | 1 | -4 | 0.92 | 8 | 0.0 | 8
25	CC(C)(C)c1ccc(-n2ncc3c2CCCC3NC(=O)c2ccncc2)cc1 (stereo unspecified)
    -21 | -7 | 4 | 1.2 | -6 | 0.85 | -6 | 19 | 15
26	Nn1c(SCc2cccc(Br)c2)nnc1-c1cccnc1
    -10 | -3 | 0 | 1.1 | 1 | 1.1 | -9 | -1.2 | -12
27	O=C1C=C(c2ccc(-c3ccccc3)cc2)C[C@@H](c2ccc(F)cc2)C1
    5 | 9 | -3 | 0.95 | -4 | 0.93 | -7 | -0.8 | 7
28	CCCOc1ncnc2c1[nH]c1ccc(C)cc12
    34 | 0 | -1 | 0.66 | -2 | 1 | -2 | x | -1
29	O=C(CSCc1ccc([N+](=O)[O-])cc1)NC1CC1
    -10 | 0 | -1 | 1.1 | 0 | 0.99 | -2 | 0.5 | 1
30	O=C(Cn1c(=O)oc2ccccc21)NC(=O)NCc1ccco1
    2 | 2 | 0 | 0.98 | 2 | 1 | 0 | 0.5 | -1

Complete entries, looked up by structure.
NC(=O)CC(NC(=O)c1cccc(Br)c1)c1ccc(N2CCN(c3ccc(F)cc3)CC2)c([N+](=O)[O-])c1 (stereo unspecified) reads hIAP inh: -3; A3A deaminase: 4; GRIN3A LBD mod: 2; hIAP act: 1; MIN6 prolif: -8; mIAP act: 0.97; APOBEC3G inh: 8; MPTP block: -0.4; mIAP block: 3
CCOC(=O)c1ccc(N2C(=O)C(O)=C(C(C)=O)C2c2ccccn2)cc1 (stereo unspecified) reads hIAP inh: -34; A3A deaminase: -7; GRIN3A LBD mod: 2; hIAP act: 1.3; MIN6 prolif: 0; mIAP act: 1; APOBEC3G inh: -8; MPTP block: 1.6; mIAP block: -5

Following part:
31) O=C(Nc1cccc(O)c1)c1ccc(NC(=O)c2cccs2)cc1
32) CNC(=O)c1c(I)c(C(=O)NCC(=O)Nc2c(I)c(C(=O)O)c(I)c(C(=O)NCCO)c2I)c(I)c(N(C)C(C)=O)c1I
33) CC(C)c1nc2sc3c(=O)[nH]cnc3c2c2c1CCC2
34) CCOC(=O)/C=C1\CN(Cc2cc(OC)c(OC)c(OC)c2)S(=O)(=O)c2ccc(C(F)(F)F)cc21
35) O=C(COC(=O)[C@@H]1CC(O)CN1S(=O)(=O)c1ccc2c(c1)OCCO2)Nc1ccccc1F (stereo partly specified)
36) Cc1cc(=O)n2[nH]c(-c3ccccc3Cl)cc2n1
37) Cc1cc2nnc(SC3CCCCN(C(=O)c4ccc(F)cc4)C3=O)n2c2ccccc12 (stereo unspecified)
38) CS(=O)(=O)N(CC(=O)NCC1CCCO1)c1cc(Cl)c(Cl)cc1Cl (stereo unspecified)
39) Cc1ccc(NC(=O)CCNS(=O)(=O)c2cccc3nonc23)cc1Cl
40) Cc1cc(O)ccc1N/C=C(\C#N)c1nc2ccccc2o1

assay / compound,31,32,33,34,35,36,37,38,39,40
hIAP inh,8,-7,-15,-4,-7,-20,21,-4,12,8
A3A deaminase,-6,6,-4,-1,1,-6,-4,-2,2,2
GRIN3A LBD mod,37*,-2,1,0,-2,-1,-2,0,-6,9
hIAP act,0.92,1.1,1.2,1,1.1,1.2,0.79,1,0.88,0.93
MIN6 prolif,-5,-1,-1,-3,-4,-2,-4,-2,-2,-2
mIAP act,0.95,1.1,1,0.99,0.97,1,0.86,1.1,0.94,0.95
APOBEC3G inh,-5,-3,-9,-3,0,3,18,10,1,0
MPTP block,1.2,0.6,8.4,0.2,0.6,-0.8,0.9,0.9,-0.3,4.5
mIAP block,5,-8,0,0,3,-4,14,-8,6,5

41) Cc1cc(C)nc(SCC(=O)OCC(=O)Nc2nc3ccccc3s2)n1
42) COc1ccc(N2CC(NC(=O)N3CCN(c4ccccc4)CC3)CC2=O)cc1 (stereo unspecified)
43) Fc1ccccc1CSc1ncnc2sc3c(c12)CCCC3
44) Nc1ccc(Cl)c(NC(=O)c2cccs2)c1
45) CC1(C)CC(=O)C=C(NC2CC(C)(C)NC(C)(C)C2)C1
46) CCN(c1ccccc1)S(=O)(=O)c1ccc(OC)c(NS(=O)(=O)c2cccs2)c1
47) CC1CCc2sc(C(=O)N=Nc3c(O)[nH]c4ccccc34)cc2C1 (stereo unspecified)
48) Nc1ccc2nc3c(c(Cl)c2c1)CCCC3
49) O=C(CN1CCN(c2ccc(F)cc2)CC1)Nc1ccc(F)c(F)c1
50) CC(=O)Nc1ccc(Br)cc1C(=O)C(=O)O
51) CC(=O)Nc1ccc(OCC(=O)NCc2ccc3c(c2)OCO3)cc1
52) COc1ccc(C#Cc2ccc3c(c2)c(=O)c2ccccc2n3C)cc1

assay / compound,41,42,43,44,45,46,47,48,49,50,51,52
hIAP inh,1,10,0,8,-14,-36,-12,13,5,5,6,7
A3A deaminase,-2,-2,-1,-7,0,-3,-1,-3,-3,-1,5,3
GRIN3A LBD mod,0,-3,-3,0,0,0,x,1,-12,-1,0,12*
hIAP act,0.99,0.9,1,0.92,1.1,1.4,1.1,0.87,0.95,0.95,0.94,0.93
MIN6 prolif,0,-2,-6,-1,-1,-4,0,1,-2,-2,3,7
mIAP act,0.86,1.1,1.1,0.98,1,1.1,0.86,0.99,0.99,1,0.93,0.97
APOBEC3G inh,-12,-6,-5,-12,-2,-5,-5,18,-5,-8,-6,5
MPTP block,0.5,0.1,2.4,0.1,-1.3,2.7,x,1.7,-0.4,-1.3,-1.7,0.4
mIAP block,14,-12,-5,2,-1,-10,14,1,1,-5,8,3

6 compounds from above, limited to hIAP act.
No.	canonical_smiles	hIAP act
47	CC1CCc2sc(C(=O)N=Nc3c(O)[nH]c4ccccc34)cc2C1 (stereo unspecified)	1.1
48	Nc1ccc2nc3c(c(Cl)c2c1)CCCC3	0.87
42	COc1ccc(N2CC(NC(=O)N3CCN(c4ccccc4)CC3)CC2=O)cc1 (stereo unspecified)	0.9
46	CCN(c1ccccc1)S(=O)(=O)c1ccc(OC)c(NS(=O)(=O)c2cccs2)c1	1.4
43	Fc1ccccc1CSc1ncnc2sc3c(c12)CCCC3	1
52	COc1ccc(C#Cc2ccc3c(c2)c(=O)c2ccccc2n3C)cc1	0.93
